EPAC2 antagonist: antagonists of human EPAC2 | Q8WZA2 | EPAC2 GEF exchange of Rap1B-BODIPY-GDP, fluorescence | Potency, µM (series often up to 114 µM), for inactives: at the highest dose activity, negative = inhibition, most hits filed as inhibitors | 360,000 compounds, 0.18% hits; note: % is set by controls: 0 for no effect and ±100 for the full control effect; nearly all actives have a fitted effect of over 45% in size; many of its hits are not listed in these tables
TDP-43 yeast inh: inhibitors of TDP-43 toxicity in yeast | TDP-43 expressing yeast growth rescue, BacTiter-Glo, 24 h | 410,000 compounds, 1.8% hits | AID 652104 | Potency, µM (titrated, usually from 46.1 µM), for the others: top-dose growth rescue (activation), most hits filed as activators; note: % of control where 0% means no effect; nearly all actives have a fitted effect of over 50% in size
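Cell-based yeast growth screen: TDP-43 expression induced in galactose, inoculum OD600=0.02 after raffinose pregrowth to mid-log. Read-out BacTiter-Glo luminescence at 24 hr, 30 deg C; inhibition of toxicity seen as signal increase.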
aSyn yeast inh: inhibitors of alpha-synuclein toxicity in yeast. Potency, µM (doses to about 46.1 µM), without a hit: top-dose growth rescue (activation), actives largely listed as activators. Yeast expressing alpha-synuclein, growth rescue, BacTiter-Glo, 24 h. 370,000 compounds, 0.14% hits; note: % of control where 0% means no effect; nearly all actives have a fitted effect of over 65% in size
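Screening used galactose-induced yeast with toxic alpha-synuclein levels, exposed to compound for 24 hr at 30 deg C. Cell growth, read with BacTiter-Glo luminescence, gave the measured signal.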
PTHR1 agonist: PTHR1 (human) receptor agonism; Q03431; HEK293 GP2 PTHR1 cells, GloSensor cAMP luminescence, 1 h; Potency, µM (titrated, usually from 115 µM), for the others: at the top dose activation, most hits filed as activators; 410,000 compounds, 0.075% hits; note: nearly all actives have a fitted effect of over 55% in size; some results filed as inactive show a strong effect at the top dose; inactives centre near -15; many of its hits are not listed in these tables
Target sequence (Q03431 whole entry, looked up): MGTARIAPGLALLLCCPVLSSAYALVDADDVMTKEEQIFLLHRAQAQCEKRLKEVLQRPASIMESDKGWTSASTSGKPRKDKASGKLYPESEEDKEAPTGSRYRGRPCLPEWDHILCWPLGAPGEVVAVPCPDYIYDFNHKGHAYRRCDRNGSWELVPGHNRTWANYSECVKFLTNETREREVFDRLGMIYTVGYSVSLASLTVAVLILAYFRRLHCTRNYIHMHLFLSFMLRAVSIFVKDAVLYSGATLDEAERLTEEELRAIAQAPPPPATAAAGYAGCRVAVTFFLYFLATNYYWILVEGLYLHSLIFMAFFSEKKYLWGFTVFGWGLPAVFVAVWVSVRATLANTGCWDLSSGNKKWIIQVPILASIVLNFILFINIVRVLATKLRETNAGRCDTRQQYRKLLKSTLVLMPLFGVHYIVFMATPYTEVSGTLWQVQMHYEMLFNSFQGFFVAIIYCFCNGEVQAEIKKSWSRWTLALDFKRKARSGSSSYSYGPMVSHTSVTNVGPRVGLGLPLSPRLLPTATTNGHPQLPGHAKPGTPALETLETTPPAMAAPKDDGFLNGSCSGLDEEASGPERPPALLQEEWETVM
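HEK-293-derived GP2 cells expressing PTHR1 and a GloSensor cAMP reporter, 3,000/well, plated overnight, given luciferin plus IBMX (each 0.5 mM as added) for 1 h at 37 °C, then compound for 1 h at 37 °C. Luminescence was read after 15 min at room temperature.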
EPAC1 antag: antagonists of human EPAC1 | O95398 | EPAC1 GEF assay, Rap1b-BODIPY-GDP exchange fluorescence | Potency, µM (doses to about 115 µM), for inactives: at the highest dose activity change, negative = inhibition, hits mostly inhibitors | 360,000 compounds, 0.14% hits | AID 720709;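 note: plate controls were vehicle for no effect and positive control for full effect; nearly all actives have a fitted effect of over 50% in size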
FUS suppressor: suppressors of FUS proteinopathy in yeast | S. cerevisiae FUS-expressing, growth rescue, OD600, 24 h | Potency, µM (titrated, usually from 76.6 µM), for the others: at the highest dose growth rescue (activation), most hits filed as activators | 390,000 compounds, 0.24% hits | AID 1347120;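 note: plate controls were DMSO vehicle for no effect and reference control for full effect; nearly all actives have a fitted effect of over 55% in size; some results filed as inactive show a strong effect at the top dose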
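Compound concentration series was pinned onto galactose-induced FUS-expressing yeast seeded at OD 0.005. Plates sat 24hr at 30C; absorbance at 600 nm gave growth. DMSO served as background control.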
EPAC1 agonist: activates human EPAC1 exchange factor; O95398; EPAC1 agonist qHTS, biochemical assay; response scale: 100% = response to 6.5 mM cAMP; Potency, µM (top dose mostly 154 µM), for the others: top-dose activation, actives largely listed as activators; 360,000 compounds, 0.073% hits; AID 720707; note: nearly all actives have a fitted effect of over 60% in size
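Nucleotide exchange by EPAC1 (100 nM) on Rap1B–BODIPY-GDP (250 nM) in the presence of 50 uM GDP is tracked fluorescently at 480/540 nm over 30 min. Signals are normalized to a 6.5 mM cAMP control.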
EPAC2 ag: activates human EPAC2 exchange factor; EPAC2 activation, biochemical qHTS; response scale: 100% = 6.5 mM cAMP response; Potency, µM (titrated, usually from 154 µM), for inactives: at the top dose activation, actives largely listed as activators; 360,000 compounds, 0.079% hits; AID 720711; note: nearly all actives have a fitted effect of over 50% in size
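Readout is BODIPY fluorescence (480 nm excitation, 540 nm emission), which falls as labeled GDP is exchanged off Rap1B. EPAC2 at 100 nM acted on 250 nM RAP1B-BODIPY-GDP with 50 uM GDP present.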
* hit, by the source's call; i = inactive; ? = inconclusive; . = no result given; [ ] = dose if it differs, or a comment. Calls come from the whole dose curve; as a rule, active = well fitted curve in the direction sought with a large enough effect; inconclusive = small, poorly fitted or top-dose-only effect, or another doubt; inactive = no such curve, though single readings can be large; an effect the other way counts as inactive or inconclusive. Potency is the fitted concentration of half-maximal effect. Only part of the results is shown; the hit share may differ from the screen's.

molecule	EPAC1 antag	TDP-43 yeast inh	EPAC2 ag	FUS suppressor	EPAC1 agonist	PTHR1 agonist	EPAC2 antagonist	aSyn yeast inh
Cc1nn(-c2ccccc2)c(C)c1-c1cc(C(=O)N/N=C/c2ccc(O)cc2)[nH]n1	?	-12.6%	15.7%	35.0%	5.6%	-8.4%	10.4%	-9.1%
CCCCC(c1nnnn1CCOC)N1CCN(c2cccc(OC)c2)CC1 (configuration not stated)	-2.1%	8.5%	2.2%	8.5%	4.3%	i	-2.4%	1.1%
COc1ccc(/C=C(/NC(=O)c2ccc(OC)c(OC)c2)C(=O)NCCCn2ccnc2)cc1	1.4%	-0.7%	11.2%	-0.8%	5.0%	i	5.9%	-0.5%
CC(=O)c1ccc(N2CCN(C(=O)c3ccc4nc[nH]c4c3)CC2)cc1	12.8%	14.8%	4.0%	-23.3%	0.0%	-11.6%	20.8%	-8.5%
COc1cccc(-c2nnc(SCC(N)=O)n2-c2ccc(Cl)cc2)c1	3.1%	-21.9%	-2.2%	24.5%	-7.2%	-5.4%[57.5 µM]	4.6%	0.7%
Cc1ccc(N2CC(C(=O)Nc3nnc(SCC(N)=O)s3)CC2=O)cc1C (configuration not stated)	-13.4%	0.5%	8.5%	.	-3.3%	-21.3%	-0.7%	-5.0%
C=C[C@@H]1c2cc(C)ccc2N(S(=O)(=O)c2ccc(C)cc2)[C@H](c2ccccc2C(F)(F)F)C1(C#N)C#N	-20.0%	0.0%	-2.3%	1.0%	-19.0%	-28.2%	4.2%	-0.2%
CCn1c(SCC(=O)NCC2CCCO2)nc2ccccc21 (configuration not stated)	-8.2%	15.0%	5.2%	-3.3%	7.8%	i	0.7%	-0.2%[1.84 µM]
Cc1ccc(NCc2nnc(SCC(=O)N3CCCc4ccccc43)o2)c(C)c1	1.7%	?	6.2%	3.8%	12.2%	-5.9%[57.5 µM]	-1.3%	11.8%
O=C(NCc1cc(C(F)(F)F)ccc1Cl)c1cccc2c1C(=O)c1ccc(N3CCC(N4CCCCC4)CC3)cc1S2(=O)=O	?	13.3%	89.1µM*	4.1%	-11.6%	-77.4%[inhibitor]	?	9.4%
CSc1ccc(/C=C(\C(=O)O)c2ccc(S(=O)(=O)N3CCCC3)s2)cc1	11.6%	0.6%	-1.5%	33.8%	-2.1%	i	-4.5%	-5.4%[1.84 µM]
Cc1cccc(N2CCN(C(=O)c3c(-c4ccccc4)noc3C)CC2)c1C	-17.0%	?	23.0%	21.8%	5.5%	-18.2%	-26.8%	2.1%
Cc1csc(NC(=O)Cc2ccc(F)cc2)n1	-13.2%	0.0%	4.4%	2.6%	-2.8%	-12.7%	1.9%	-4.3%
COc1ccc(-n2nc(C(=O)N3CCN(Cc4ccc5c(c4)OCO5)CC3)c3ccccc3c2=O)cc1	-7.1%	10.8%	6.2%	-44.0%	10.1%	i	-0.8%	-0.2%
Cc1cccc(NC(=O)CN(CC2CCCO2)C(=O)c2oc3ccccc3c2C)c1C (configuration not stated)	7.9%	2.3%	1.3%	25.5%	-5.0%	-2.7%	-2.5%	-2.8%
CC(C)(C)c1ccc(C(=O)Nc2ccc([N+](=O)[O-])cn2)cc1	2.9%	1.7%	-0.2%	-1.4%	-2.0%	-13.8%	7.7%	-2.0%
Cc1onc(-c2ccccc2)c1-c1nnc(COC(=O)c2ccc(F)cc2)o1	3.2%	18.8%	15.1%	31.9%	-2.9%	-32.2%[inhibitor]	-14.1%	29.7%
O=C(c1cccnc1)N(Cc1ccccc1)C(c1ccccc1)c1nc2ccccc2[nH]1 (configuration not stated)	-21.2%	25.5%	10.6%	14.0%	1.0%	i	0.0%	1.1%
Brc1cnc2nc(SCc3nc4ccccc4[nH]3)[nH]c2c1	5.4%	16.6%	-4.9%	-20.2%	4.1%	-13.7%	0.9%	1.4%
COCCNC(=O)c1c(CSc2ccccc2)noc1C(=O)NCc1ccccc1	-2.7%	-3.4%	28.5%	16.3%	6.5%	-14.4%	-15.1%	-0.5%

(listing goes on)
molecule	EPAC1 antag	TDP-43 yeast inh	EPAC2 ag	FUS suppressor	EPAC1 agonist	PTHR1 agonist	EPAC2 antagonist	aSyn yeast inh
Cn1c(=O)c2c(nc(CN3CCCCC3)n2CCCc2ccccc2)n(C)c1=O	18.3%	-11.1%	6.2%	36.3%	3.5%	i	22.6%	-5.2%
COc1ccc(/C=C/C(=O)c2ccc(NC3=NCCCS3)cc2)cc1OC	-19.1%	-4.5%	1.5%	9.8%	2.7%	-24.0%	-3.6%	-0.6%
O=C(CSc1ncc(-c2ccccc2)n1CC1CCCO1)N1CCCCC1 (configuration not stated)	13.8%	-2.1%	-3.0%	17.6%	4.6%	-15.8%	16.0%	-17.2%
Cc1ccc2[nH]c(=O)c(CN(CCCN3CCOCC3)C(=O)Nc3cccc(Cl)c3)cc2c1	11.6%	-12.8%	0.4%	25.7%	8.7%	i	-1.5%	-16.1%
Cc1cccc(C)c1NC(=O)CNCC(=O)Nc1c(C)cccc1C	-6.5%	-12.6%	4.6%	-16.2%	7.4%	i	5.3%	0.5%
COc1ccc2[nH]c(C(=O)Nc3ccccc3Cl)cc2c1	-12.4%	8.5%	4.1%	13.3%	1.2%	-1.4%	-0.4%	-14.3%
Cc1cccc(Nc2nnc(SCC(=O)c3c(N)n(C4CC4)c(=O)[nH]c3=O)s2)c1	-10.6%	?	8.5%	-11.4%	7.8%	i	14.4%	-6.2%
Cn1c(=O)c2c(O)c(C=NCc3ccccc3)c(=O)n(C)c2n(C)c1=O	17.2%	-17.0%[1.82 µM]	-2.6%	-0.3%	-18.4%	i	10.5%	-1.2%
Cc1ccc(C(=O)N/N=C2/NC(=O)CC(C(=O)Nc3ccccc3)S2)cc1 (configuration not stated)	5.4%	27.7%	5.7%	-8.4%	7.2%	2.4%	-9.1%	-3.1%
O=C(Nc1ccc(C(=O)N2CCC(O)(c3ccc(Cl)c(C(F)(F)F)c3)CC2)cc1)c1ccc(Br)o1	-12.3%	23.2%	-2.4%	?	-11.2%	-41.6%[inhibitor]	-11.0%	9.1%
CC(=O)c1c(C)[nH]c(C(=O)NCCc2ccccc2)c1C	5.5%	30.0%	13.6%	-5.1%	3.6%	-9.6%	6.8%	6.9%
Cc1ccc(NCc2ccncc2)c(Br)c1	14.6%	-6.1%	11.6%	-2.4%	1.2%	-17.2%	-0.9%	3.7%
Cc1cc(F)c(F)c(C(=O)N2CCN(C)CC2)c1Cl	-13.4%	-8.0%	10.6%	13.9%	-0.5%	-29.5%	-5.9%	0.6%
Cc1onc(-c2ccccc2)c1C(=O)N1CCCN(C(=O)c2c(-c3ccccc3)noc2C)CC1	-2.0%	-4.1%	2.2%	8.2%	9.7%	i	-3.6%	0.2%
Cc1ccc(/C=C/C(=O)NC(C)c2ccccc2)cc1 (configuration not stated)	9.2%	9.4%	-6.0%	-17.6%	8.1%	-15.1%	0.3%	-1.6%
COc1ccc(CC(N)c2csc(NC(=O)NCCc3ccccc3)n2)cc1 (configuration not stated)	-5.6%	9.6%	-1.4%	9.2%	5.6%	-18.8%	0.4%	-2.0%
CCn1c(NCc2ccccc2NS(=O)(=O)c2ccc(C)cc2)nc2ccccc21	-9.3%	2.1%	2.6%	.	13.1%	-22.5%	-17.2%	-2.6%
Cc1ccc2cccc(SCC(=O)N3CCOCC3)c2n1	-7.8%	6.4%	7.2%	-18.1%	-5.1%	i	-0.6%	-13.2%
CCN(CC(=O)NCc1cccs1)C(=O)/C=C/c1ccc(Cl)c(Cl)c1	7.1%	7.2%	0.7%	2.8%	-6.9%	-8.7%	6.9%	3.7%
Cc1onc(-c2ccccc2)c1C(=O)NC(CC(=O)O)c1ccc(OC(C)C)cc1 (configuration not stated)	-2.5%	-8.9%	3.3%	18.8%	-3.9%	i	4.9%	-0.5%

Next entries
molecule	EPAC1 antag	TDP-43 yeast inh	EPAC2 ag	FUS suppressor	EPAC1 agonist	PTHR1 agonist	EPAC2 antagonist	aSyn yeast inh
COc1ccc(C(=O)OCC2CC(c3ccccc3)N(C)O2)cc1 (configuration not stated)	-5.6%	-9.4%	1.6%	27.2%	6.7%	i	-0.5%	-2.4%
CC1CC(C)CN(C(=O)c2ccc3ccccc3c2)C1 (configuration not stated)	-15.2%	17.7%	-5.3%	-1.3%	-26.3%	-29.6%	-21.0%	15.7%
CC(=O)Nc1ccc(S(=O)(=O)NC(CC(=O)O)c2ccc(OC(C)C)cc2)cc1 (configuration not stated)	-9.9%	-11.9%	1.7%	8.2%	0.0%	-0.3%	7.7%	-5.2%
COc1cc(CNc2ccc(N3CCOCC3)c(C(=O)O)c2)ccc1OCC(N)=O	-10.2%	10.2%	15.1%	51.0%	3.1%	-39.8%	-5.7%	-3.4%
Brc1ccc(C2=Nn3c(Cn4nnc5ccccc54)nnc3SC2)cc1	12.0%	-0.6%	-0.4%	-11.1%	4.2%	i	-26.1%	-6.2%
CC1(N2CCCCC2)C(=O)c2ccccc2C1=O	11.7%	-1.0%	-1.1%	-11.2%	-7.4%	i	5.2%	2.7%
CCOC(=O)c1nc(N)c(=O)n(-c2ccc(C)cc2)n1	-9.8%	6.3%	7.4%	-8.6%	0.0%	-2.2%	-0.3%	-0.4%
Cc1noc(C)c1COc1ccccc1C(=O)N1CCN(S(=O)(=O)c2ccccc2F)CC1	7.2%	-15.9%	6.7%	-4.8%	3.3%	-37.9%	18.7%	-8.2%
O=C(Nc1ccc(S(=O)(=O)N2CCOCC2)cc1)C1CCN(S(=O)(=O)c2ccccc2)CC1	20.4%	-5.3%	16.1%	?	4.1%	-75.2%[inhibitor]	10.5%	0.4%
O=[N+]([O-])c1ccc(NC(=S)NCc2ccncc2)cc1	14.7%	-8.7%	8.1%	3.6%	4.9%	-22.1%	-3.4%	-4.9%

An excerpt from above, limited to FUS suppressor.
canonical_smiles | FUS suppressor
Brc1ccc(C2=Nn3c(Cn4nnc5ccccc54)nnc3SC2)cc1 | -11.1%
CC1(N2CCCCC2)C(=O)c2ccccc2C1=O | -11.2%
CCOC(=O)c1nc(N)c(=O)n(-c2ccc(C)cc2)n1 | -8.6%
Cc1noc(C)c1COc1ccccc1C(=O)N1CCN(S(=O)(=O)c2ccccc2F)CC1 | -4.8%
